Screening data as filed in PubChem.
PLK1 PBD inh – qHTS for Inhibitors of PLK1-PDB (polo-like kinase 1 - polo-box domain): Primary Screen; Serine/threonine-protein kinase PLK1 (Homo sapiens), P53350; Plk1 PBD binding of FITC phosphopeptide, fluorescence polarization; Potency, µM, for the others: max response, negative = inhibition, most hits filed as inhibitors; 360,000 tested, 2.8% active; also: potency is read from the fitted curve at half-maximal effect; series mostly up to about 57 µM; % is scaled to controls: 0 for no effect and ±100 for the full control effect; nearly all actives have a fitted effect of over 65% in size
FUS suppressor – qHTS for Suppressors of FUS Proteinopathy: Primary screen using FUS-linked yeast assay. AID 1347120, 2019. 390,000 tested, 0.24% active. S. cerevisiae FUS-expressing, growth rescue, OD600, 24 h. Potency, µM (top dose mostly 76.6 µM), inactives show at the top dose growth rescue (activation), usual class: activators;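 also: potency is read from the fitted curve at half-maximal effect; plate controls were DMSO vehicle for no effect and reference control for full effect; nearly all actives have a fitted effect of over 55% in size; some results filed as inactive show a strong effect at the top dose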
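FUS-expressing yeast, raffinose-pregrown, induced in 2% galactose minimal medium at OD 0.005; compounds in a dilution series, 24hr at 30C. Growth restoration read as absorbance at 600 nm. CP55940 positive control, DMSO negative.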
IL2 activator – qHTS of IL-2 Activators; IL-2 activation reporter assay, cell-based qHTS; stimulated with anti-CD3/CD4/CD28 beads; in transgenic mouse T cells; activation, % (series mostly up to about 46 µM); 360,000 tested, 0.065% active; in the data active = activation above about 50%; inconclusive = mostly about 30% to 49%; also: 0% is about no effect
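Unstimulated transgenic mouse T cells preincubated 60 min with compound, then stimulated with anti-CD3/anti-CD4-coated beads plus anti-CD28 for 18 h at 37 degrees C. IL-2 response read as EGFP and DsRed fluorescence by plate cytometry.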
EPAC1 agonist – qHTS for Agonist of cAMP-regulated guanine nucleotide exchange factor 3 (EPAC1): primary screen | 360,000 tested, 0.073% active | AID 720707, 2013 | EPAC1 agonist qHTS, biochemical assay; response scale: 100% = response to 6.5 mM cAMP | Rap guanine nucleotide exchange factor 3 (Homo sapiens), O95398 | Potency, µM (series often up to 154 µM), without a hit: at the top dose activation, most hits filed as activators; also: potency is read from the fitted curve at half-maximal effect; nearly all actives have a fitted effect of over 60% in size
Target sequence (O95398 whole entry, looked up): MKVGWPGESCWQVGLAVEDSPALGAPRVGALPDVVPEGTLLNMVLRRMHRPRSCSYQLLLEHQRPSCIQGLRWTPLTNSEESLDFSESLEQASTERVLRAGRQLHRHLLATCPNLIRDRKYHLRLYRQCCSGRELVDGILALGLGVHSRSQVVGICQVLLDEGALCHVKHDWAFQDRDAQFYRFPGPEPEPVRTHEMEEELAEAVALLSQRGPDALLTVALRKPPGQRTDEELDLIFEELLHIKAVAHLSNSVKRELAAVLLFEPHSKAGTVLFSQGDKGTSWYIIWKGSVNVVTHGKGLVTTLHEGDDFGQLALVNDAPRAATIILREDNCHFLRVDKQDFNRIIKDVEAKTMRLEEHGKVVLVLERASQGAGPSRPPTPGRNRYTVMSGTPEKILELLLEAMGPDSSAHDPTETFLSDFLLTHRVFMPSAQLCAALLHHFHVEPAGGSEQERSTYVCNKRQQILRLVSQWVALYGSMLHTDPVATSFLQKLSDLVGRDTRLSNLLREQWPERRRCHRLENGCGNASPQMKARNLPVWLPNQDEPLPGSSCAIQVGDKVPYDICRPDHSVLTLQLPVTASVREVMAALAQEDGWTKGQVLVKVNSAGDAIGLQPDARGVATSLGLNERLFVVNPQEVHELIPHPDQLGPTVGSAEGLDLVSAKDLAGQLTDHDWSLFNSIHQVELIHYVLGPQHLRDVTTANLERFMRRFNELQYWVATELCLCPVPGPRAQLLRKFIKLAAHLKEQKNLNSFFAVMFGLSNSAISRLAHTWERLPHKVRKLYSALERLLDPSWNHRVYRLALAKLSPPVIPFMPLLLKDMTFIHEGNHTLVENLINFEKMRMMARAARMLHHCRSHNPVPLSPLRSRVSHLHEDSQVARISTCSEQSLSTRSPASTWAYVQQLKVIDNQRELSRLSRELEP
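Nucleotide exchange by EPAC1 (100 nM) on Rap1B–BODIPY-GDP (250 nM) in the presence of 50 uM GDP is tracked fluorescently at 480/540 nm over 30 min. Signals are normalized to a 6.5 mM cAMP control.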
WRN inhibitor – qHTS for Inhibitors of WRN Helicase; Bifunctional 3'-5' exonuclease/ATP-dependent helicase WRN (Homo sapiens), Q14191; WRN helicase unwinding, fluorescent forked duplex, kinetic; Potency, µM (titrated, usually from 114 µM), inactives show top-dose activity change, negative = inhibition, actives largely listed as inhibitors; 360,000 tested, 0.46% active; AID 651768, 2012; also: potency is read from the fitted curve at half-maximal effect; % is scaled to controls: 0 for no effect and ±100 for the full control effect; nearly all actives have a fitted effect of over 55% in size
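Kinetic fluorescence helicase assay: unwinding of a quenched forked DNA duplex (100 nM final) with 2 mM ATP final raises red fluorescence (525/598 nm). Compounds sat 15 min at room temperature with 20 nM WRN beforehand.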
Abeta yeast res – qHTS for compounds that reverse cellular toxicity of Amyloid beta (A-beta) peptide in yeast: Primary Screen; yeast expressing A-beta42, growth rescue, OD600, 48 h; response scale: 0% DMSO, 100% iron-clioquinol control; Potency, µM (top dose mostly 46.1 µM), for inactives: at the top dose growth rescue, actives largely listed as activators; 410,000 tested, 0.063% active; AID 1347071, 2019; also: potency is read from the fitted curve at half-maximal effect; nearly all actives have a fitted effect of over 55% in size
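Yeast growth medium received pinned compounds, then yeast cells expressing toxic A-beta were added; plates incubated at 30 C for 48 hr. Growth read as absorbance at 600 nm, normalized to DMSO and equimolar FeCl3 plus clioquinol controls.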
PI5P4K alpha inh – qHTS for Inhibitors of phosphatidylinositol 5-phosphate 4-kinase (PI5P4K); 330,000 tested, 1.2% active; PI5P4Kalpha enzyme, ADP-Glo luminescence, 60 min; active compounds read low; max response, %; Phosphatidylinositol 5-phosphate 4-kinase type-2 alpha (Homo sapiens), P48426; active = max response of -50% or lower; inconclusive = between -30% and -50%; inactive = -30% or higher; also: value at the top dose of about 77 µM; % is scaled to controls: 0 for no effect and ±100 for the full control effect
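Luminescence from ADP-Glo served as readout of PI5P4Kalpha activity in a qHTS format. Reaction: enzyme, substrate, compound, ATP at 5 microM final, 60 min at RT.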
EPAC1 antag – qHTS for Antagonist of cAMP-regulated guanine nucleotide exchange factor 3 (EPAC1): primary screen; Rap guanine nucleotide exchange factor 3 (Homo sapiens), O95398; EPAC1 GEF assay, Rap1b-BODIPY-GDP exchange fluorescence; Potency, µM (highest dose often 115 µM), inactives show top-dose activity change, negative = inhibition, hits mostly inhibitors; 360,000 tested, 0.14% active; AID 720709, 2013;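 also: potency is read from the fitted curve at half-maximal effect; plate controls were vehicle for no effect and positive control for full effect; nearly all actives have a fitted effect of over 50% in size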
The depositor's hits bear a star; ? = inconclusive; . = no result given; [ ] = remark or other dose. Unless noted, calls follow the shape of the dose curve; as a rule, active = well fitted curve in the direction sought with a large enough effect; inconclusive = small, poorly fitted or top-dose-only effect, or another doubt; inactive = no such curve, though single readings can be large; an effect the other way counts as inactive or inconclusive.

SMILES	PLK1 PBD inh	FUS suppressor	IL2 activator	EPAC1 agonist	WRN inhibitor	Abeta yeast res	PI5P4K alpha inh	EPAC1 antag
CC(C)N(Cc1ccccc1)C(=O)CN1C(=O)c2ccccc2C1=O	-3%	-8%	0.6	14%	-1%	-7%	-2	10%
Cc1ccc(S(=O)(=O)CCCS(=O)(=O)c2ccc(C)cc2)cc1	-2%	1%	0.5	3%	-4%	0%	2	7%
Cc1ccc(-c2cc3c(N=O)c4ccccc4c-3n[nH]2)cc1	-8%	42%	-1.7	17%	-29%[57.1 µM]	-13%	-8	-4%
CC(=O)Nc1ccc(NC(=O)C2CCN(S(=O)(=O)c3ccc4c(c3)OCCO4)CC2)cc1	-3%	21%	-0.3	-10%	4%	-8%	3	7%
O=C(CN(c1cccc(C(F)(F)F)c1)S(=O)(=O)c1ccc(Cl)c([N+](=O)[O-])c1)NCc1ccccc1	-2%	.	-1.3	3%	-6%	2%	2	-15%
O=C(Nc1cc(-c2ccccc2)nn1-c1c(Cl)cccc1Cl)c1ccc(F)cc1	-9%	-17%	0.1	-10%	0%	6%	-6	-27%
CCN(CC(=O)Nc1c(F)cccc1F)C(=O)CCOc1ccc(C)cc1	-7%	5%	-0.1	-4%	3%	-4%	4	4%
Cc1c(C(=O)N2CCC[C@H]2C(N)=O)oc2c(F)cccc12	5%	-31%	1.5	-4%	10%	5%	-2	3%
COc1ccc(CNC(=O)Nc2ccc3c(c2)c(=O)n(C)n3Cc2cccc(C(F)(F)F)c2)cc1	4%	4%	-0.3	-23%	-5%	-10%	5	-12%
Cc1nn(-c2cccc(Cl)c2)c2nc(C(F)(F)F)[nH]c(=O)c12	?	-33%	-4.6	-2%	-27%	-17%	-5	-6%
Cc1cc(C)c(OCCCCN2CCC(C)CC2)c(Br)c1	-5%	-28%	-6.8	2%	3%	6%	-4	9%
CCc1ccccc1NC(=S)N(CCN(C)C)Cc1cccs1	-20%	24%	-2.2	-7%	3%	-22%	5	20%
CC12CCC(=O)N1C(C(=O)Nc1ccccc1F)CS2 (stereo unspecified)	-2%	-5%	-0.3	?	-9%	20%	-6	-14%
Cc1ccc(CCNC(=O)CCS(=O)(=O)c2ccc3nc(C)sc3c2)cc1	-9%	1%	0.9	-21%	-6%	-4%	3	5%
COCCCNC(=O)c1cn(C)c(=O)c2c1c1ccccc1n2C	8%	9%	-0.2	6%	-2%	-16%	-1	-2%

Of the compounds above, these contain four or more nitrogen atoms:
SMILES	PLK1 PBD inh	FUS suppressor	IL2 activator	EPAC1 agonist	WRN inhibitor	Abeta yeast res	PI5P4K alpha inh	EPAC1 antag
COc1ccc(CNC(=O)Nc2ccc3c(c2)c(=O)n(C)n3Cc2cccc(C(F)(F)F)c2)cc1	4%	4%	-0.3	-23%	-5%	-10%	5	-12%
Cc1nn(-c2cccc(Cl)c2)c2nc(C(F)(F)F)[nH]c(=O)c12	?	-33%	-4.6	-2%	-27%	-17%	-5	-6%

Further results follow.
SMILES	PLK1 PBD inh	FUS suppressor	IL2 activator	EPAC1 agonist	WRN inhibitor	Abeta yeast res	PI5P4K alpha inh	EPAC1 antag
COC(=O)/C=C1\SC(N2CCOCC2)=C(c2ccc(OC)cc2)C1=O	15µM*	-35%	2.7	-19%	7%	-10%	-6	-3%
COc1ccc(NC(=O)c2ccc3ccccc3c2)cc1	-5%	-22%	-2.8	13%	1%	-4%	0	9%
COc1ccc2cc(Br)ccc2c1CC(=O)NCCCN1CCOCC1	-9%	16%	0.5	12%	4%	5%	7	0%
CC(C)N(C(=O)[C@H]1C[C@H](CC(=O)NCC23CC4CC(CC(C4)C2)C3)C(=O)N2CCc3c([nH]c4cc(-c5ccco5)ccc34)[C@]12C)C(C)C	-9%	-3%	-0.8	16%	-4%	5%	-5	-2%
COc1ccc(OC)c(NC(=O)C23CCC(C)(C(=O)O2)C3(C)C)c1 (stereo unspecified)	-3%	-7%	0.8	5%	-10%	-15%	6	4%
COc1ccc(C)cc1S(=O)(=O)Nc1ccc2c(c1)OCO2	-10%	-14%	-0.8	0%	1%[57.1 µM]	14%	-8	-11%
Cc1noc(C)c1COc1cccc(C(=O)OCC(=O)N2CC(=O)Nc3ccccc32)c1	0%	2%	-2.9	-3%	7%	9%	-1	6%
CC(C)c1nc2cc3ccccc3cc2[nH]1	-10%	33%	-2.0	-5%	2%[57.1 µM]	-10%	1	3%
CC(C)/C(=N/Nc1ccccc1[N+](=O)[O-])c1ccccc1	-10%	-4%	-2.1	6%	-7%	0%	25	1%
C[C@H]1CN([C@@H](C)CO)C(=O)CCCn2cc(nn2)CO[C@@H]1CN(C)C(=O)Nc1ccc2c(c1)OCO2	-6%	-23%	-0.4	-19%	8%	-1%	-1	19%
O=C(NCC1CCCO1)c1ccc2c(c1)N(Cc1ccc(Cl)cc1)CCS2 (stereo unspecified)	-4%	39%	-1.4	1%	-14%	-12%	0	-7%
CCOc1ccc(C(=O)OCC(=O)N2CCCC2)cc1OCC	-3%	3%	-4.5	-1%	-6%	-4%	-5	1%
Cc1sc2ncnc(SC(C)C#N)c2c1C (stereo unspecified)	-16%	-23%	-0.5	1%	-4%[57.1 µM]	-4%	.	-4%
NNC(=O)C12CC3CC(C1)CC(n1ncnn1)(C3)C2	-6%	.	-3.9	-1%	-4%	-6%	-6	6%
CCCCOc1ccc(OCCCC)c2c1NC1(N2)C(=O)N(C(C)=O)c2ccccc21	-3%	-2%	0.1	14%	-1%	1%	-3	-20%
Oc1ccc(-c2csc(NCc3ccco3)n2)cc1	?	23%	0.5	3%	3%	-12%	-3	-19%
c1ccc(N2CCN(c3cccc(-c4cc5ccccc5s4)n3)CC2)nc1	-5%	-16%	-0.2	5%	-2%	-15%	10	14%
Cc1cc(=O)[nH]c(Nc2c(C)n(C)n(-c3ccccc3)c2=O)n1	-8%	-4%	0.6	12%	-22%	1%	-7	-9%
COC(=O)c1cccc(CC2(C)C(=O)Nc3ccc(OC(F)(F)F)cc32)c1 (stereo unspecified)	-13%	?	-0.3	-26%	2%[57.1 µM]	-8%	13	?
COc1cc(/C=N/NC(=O)c2c(C)nnn2-c2nonc2N)ccc1O	-13%	3%	-2.4	-1%	-26%	8%	0	-10%
Cc1sc2nc(CSCC(=O)Nc3cc(F)ccc3F)[nH]c(=O)c2c1C	-15%	-4%	0.5	3%	-1%	-2%	-5	-13%
CC(C)N1CC2(CC(c3ccccc3C(F)(F)F)=NO2)CN1C(=O)c1ccc(C(C)(C)C)cc1 (stereo unspecified)	-4%	?	-3.1	-25%	-6%	1%	-10	-9%
CC(NC(=O)Cc1ccccc1)c1ccccc1 (stereo unspecified)	-4%	-22%	0.2	15%	-6%	13%	0	4%
COC(=O)C1CN(S(=O)(=O)c2cc(OC)ccc2OC)CCS1 (stereo unspecified)	-21%	20%	-6.0	4%	-1%	-3%	3	13%
CCN(CC)c1ccc(C=C(c2nnnn2-c2ccc(C)cc2)c2nnnn2-c2ccc(C)cc2)cc1	6%	27%	0.9	0%	-7%	-8%	1	9%
O=C(Cn1cnc2cc([N+](=O)[O-])ccc2c1=O)NC(c1ccccc1)c1ccccc1	-14%	32%	1.4	14%	4%	8%	-5	0%
O=S(=O)(c1cc(F)ccc1F)N1CCC2(CC1)OCCO2	6%	-24%	-0.6	-7%	12%	4%	0	11%
CCOc1ccc(N(CC(=O)NC(C)(C)C)C(=O)c2ccco2)cc1	5%	.	0.9	-13%	4%	1%	-1	-13%
CCOC(=O)c1cnn(-c2cc(C)c3ccccc3n2)c1N	2%	-8%	0.0	-4%	7%	-1%	13	8%
CCCCNC(=O)Cn1cnc2c(cnn2-c2ccc(C)c(C)c2)c1=O	-9%	21%	-2.3	8%	0%	-6%	.	3%
Cc1ccc(C(=O)OCn2ncc(Cl)c(Cl)c2=O)cc1	?	0%	1.0	-2%	-9%	-71%[inhibitor]	.	-8%
COc1cc(-c2nnc(SCC(=O)N(Cc3ccccc3)C(C)(C)C)o2)cc(OC)c1OC	-3%	?	-0.3	9%	-26%	-12%	.	-17%
CCCc1cc(=O)n2[nH]c(-c3cccc(Br)c3)cc2n1	?	3%	-0.2	-16%	1%	3%	6	-18%
COc1ccc(-c2nc(N)n(C(=O)Cc3ccccc3)n2)cc1	-8%	-1%	-2.9	14%	8%[57.1 µM]	14%	8	0%
C=C(C)Cn1c(CCNC(=O)C(C)(C)C)nc2ccccc21	-7%	16%	-1.7	-1%	9%	-9%	2	10%
O=C(COC(=O)CSc1cc(Cl)ccc1Cl)Nc1ncc(C(F)(F)F)cc1Cl	-7%	18%	-0.5	-17%	-15%	-13%	2	-1%
CC(Oc1ccc(Cl)cc1Cl)C(=O)/C=C/N(C)C (stereo unspecified)	-1%	20%	0.2	-2%	-2%	-57%[inhibitor]	-1	-10%
CCOc1cccc(=O)c2c(C)n(CC3CCCO3)c(C)c12 (stereo unspecified)	-6%	50%	0.7	3%	-13%	0%	.	-1%
CC(C)[C@H](NC(=O)c1ccccc1)C(=O)NCCc1ccccc1	-5%	18%	-4.0	-5%	-3%	3%	2	-25%
NCCCC(=O)N1c2ccccc2Sc2ccc(Cl)cc21	4%	8%	-4.5	-4%	2%	-6%	2	-7%
Cc1ccccc1NC(=O)CN1CCC(n2nnc3ccccc32)CC1	-6%	27%	-0.7	-1%	-3%	-7%	1	0%
CC(C)[C@@H](C(=O)N1CCN(C(=O)OC(C)(C)C)CC1)n1cc(CCO)nn1	-1%	-16%	0.0	-10%	9%	-17%	1	-7%
Cc1cc(C)n2nc(SCC(=O)N(CC(C)C)c3c(N)n(CC(C)C)c(=O)[nH]c3=O)nc2n1	-20%	45%	-0.2	-5%	4%	1%	-7	-9%
O=C(CCl)N(Cc1cc(=O)[nH]c2ccccc12)c1ccccc1	-9%	0%	-3.7	1%	-4%	-2%	?	15%
O=C(O)C1C2CCC(O2)C1C(=O)Nc1ccc(Br)cc1F (stereo unspecified)	-1%	-11%	-0.6	1%	5%	-11%	-5	-1%
